High-throughput results from PubChem BioAssay.
ST2 IL33 inh – inhibitors of human ST2 (IL1RL1) binding to IL-33; Q01638; AlphaLISA ST2-Fc/biotin-IL-33 interaction, 1 h; inhibition, % for hits at 17 µM; 78,000 tested, 2.3% active; in the data active = inhibition above about 30%; inconclusive = mostly about 10% to 28%
Target sequence (Q01638 whole entry, looked up): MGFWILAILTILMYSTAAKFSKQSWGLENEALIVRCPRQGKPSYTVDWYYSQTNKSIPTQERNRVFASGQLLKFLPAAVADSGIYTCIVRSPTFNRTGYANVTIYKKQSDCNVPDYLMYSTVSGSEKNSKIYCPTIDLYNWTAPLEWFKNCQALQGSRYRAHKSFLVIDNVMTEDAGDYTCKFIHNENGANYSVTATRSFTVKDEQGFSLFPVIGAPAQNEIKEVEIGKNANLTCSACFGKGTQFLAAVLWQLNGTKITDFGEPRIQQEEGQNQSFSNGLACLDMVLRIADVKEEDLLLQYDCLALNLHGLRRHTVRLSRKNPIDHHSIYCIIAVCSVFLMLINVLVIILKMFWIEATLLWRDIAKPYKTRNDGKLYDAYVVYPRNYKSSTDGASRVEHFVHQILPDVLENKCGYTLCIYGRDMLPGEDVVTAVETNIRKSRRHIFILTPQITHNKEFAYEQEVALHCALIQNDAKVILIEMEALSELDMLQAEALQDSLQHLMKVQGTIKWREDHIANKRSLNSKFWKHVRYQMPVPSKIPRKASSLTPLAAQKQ
* hit, by the source's call; i = inactive; ? = inconclusive. An excerpt; count on the stated rates, not on these rows.

SMILES	ST2 IL33 inh
COc1ccccc1NS(=O)(=O)C[C@@]12CC[C@H](CC1=O)C2(C)C	i
Cc1cc(-c2nnc(CCC(=O)NCc3cccc(C(F)(F)F)c3)o2)no1	?
c1ccc(-c2ncn(C3CCNC3)c2-c2ccc(Sc3ncn[nH]3)o2)cc1 (stereo unspecified)	i
COc1ccc(C(N)=NC#N)cc1	i
Cc1ccc(S(=O)(=O)N2CCN(S(=O)(=O)c3ccccc3)C2)cc1[N+](=O)[O-]	i
CC(=O)c1ccc(N=c2oc3ccc(Cl)cc3cc2C(N)=O)cc1	?
O=C(Nc1cccc(C(F)(F)F)c1)N[C@H]1[C@H](O)[C@@H](N2CCCC2)[C@@H]2OC[C@H]1O2	i
Cn1c(=O)c2c3c(sc2n2cnnc12)CC(C(C)(C)C)CC3 (stereo unspecified)	i
COc1cccc2cc(C(=O)Nc3ccccc3)c(=Nc3cccc(F)c3)oc12	?
Nc1ncnc(N2CCOCC2)c1[N+](=O)[O-]	i
CC1(C)CC(=O)C2=C(C1)Nc1nc(SCc3ccccc3F)nn1C2c1cccs1 (stereo unspecified)	i
CC(C)(C)C1CCc2onc(C(=O)Nc3ccc(F)c(Cl)c3)c2C1 (stereo unspecified)	i
O=C(CN1C(=O)C2CCCCN2c2ccc(S(=O)(=O)N3CCCC3)cc21)N1CCCCC1 (stereo unspecified)	?
COc1ccccc1NC(=O)C1=C(C)Nc2nc3ccccc3n2C1c1cccnc1 (stereo unspecified)	i
O=C1OC(c2cc([N+](=O)[O-])ccc2Cl)=N/C1=C\c1cccc(I)c1	i
O=[N+]([O-])c1c(Cl)ncnc1N1CCCCC1CO (stereo unspecified)	i
CCC(=O)N1CCc2cc(Br)cc(S(=O)(=O)NCCN3CCCC3)c21	i
O=C1C2C3C=CC(C3)C2C(=O)N1c1cc(Cl)ccc1O (stereo unspecified)	i
CN(CCc1ccccn1)C(=O)c1ccc(C#CC(C)(C)O)o1	i
O=C(Nc1c(F)c(F)c(F)c(F)c1F)c1ccccc1	?
COc1cc(CC(=O)O)ccc1O	i
CCn1ncc(S(=O)(=O)N2CCC3(CCC(=O)N(C)CC3)CC2)c1C	?
CC(C)CN1CCC(NCc2ccccc2-n2ccnc2)CC1	i
OCC1(Cc2ccc(F)cc2F)CCCNC1 (stereo unspecified)	i
COc1ccc(Cl)cc1NS(=O)(=O)c1ccc2c(c1)CCN2C(=O)C1CC1	i
Cc1ccc(NC(=O)Nc2ccccc2C)cc1	i
CC(=O)Nc1ccc(N=Cc2ccc(OCc3ccccc3)cc2)cc1	?
COc1ccc(N2C(=O)CC(Sc3nc4c(cc3C#N)CCCCC4)C2=O)cc1 (stereo unspecified)	i
Cc1nc2ccc3nc(NC(=O)c4cccc(Br)c4)sc3c2s1	i
c1cc(CN2CCCN(C3CCC4(CCNCC4)CC3)CC2)ccn1	i
Cc1nc2c3c(-c4ccccc4)nc(N4CCC(C)CC4)nc3nn2c(C)c1CCC(=O)O	i
CC(C)C(NS(=O)(=O)c1cccs1)C(=O)NCc1ccc2c(c1)OCO2 (stereo unspecified)	i
O=C(CC1Sc2ccc(C(F)(F)F)cc2NC1=O)Nc1ccc(Cl)cc1 (stereo unspecified)	i
CCOc1ccc(OCC)c(S(=O)(=O)n2ccnc2C)c1	i
Fc1ccc(NCc2nc3ccccc3n2Cc2ccccc2)cc1	i
Cc1cccc(-n2ncc3c(NCCCN4CCCC4=O)ncnc32)c1	i
CC(C)N1CCn2nc(C(=O)NCC3COCCO3)cc2C1 (stereo unspecified)	i
CC(=O)NCCc1c[nH]c2ccc([N+](=O)[O-])cc12	i
COc1ccc(Nc2cc(C)nc(N3CCN(S(=O)(=O)c4ccc(F)cc4)CC3)n2)cc1	?
CCOc1ccc(S(=O)(=O)NCCCN(CC)c2ccccc2)c2cccnc12	i
CC(C)NC(=O)[C@@H]1C[C@H](N)CN1Cc1ccnn1-c1ccccc1	i
Cc1c(N=Cc2ccc([N+](=O)[O-])cc2)c(=O)n(-c2ccccc2)n1C	?
CC(=O)Oc1c(Cc2ccccc2)c(=O)oc2ccccc12	i
CC1(C)CC(NCN(C2CC(C)(C)NC(C)(C)C2)C2CC(C)(C)NC(C)(C)C2)CC(C)(C)N1	i
CC(C)(C)c1ccc(S(=O)(=O)N2CCCC2C(=O)N2CCOCC2)cc1 (stereo unspecified)	?
CC(C)(C)c1csc(NC(=O)c2ccc([N+](=O)[O-])cc2)n1	?
COc1cc(OC)c(C2C(C(=O)Nc3cccnc3)=C(C)Nc3ncnn32)cc1OC (stereo unspecified)	i
CN(C)CCCN1C(=O)C(=O)C(=C(O)c2ccc(S(=O)(=O)N(C)C)cc2)C1c1cccnc1 (stereo unspecified)	i
O=c1c2c(nc(SCc3cccc(F)c3)n1-c1ccc(F)cc1)CCS2	?
CN(C)c1ncccc1CNC(=O)Cc1cn(C)c2ccccc12	?
COc1ccc(C(=O)Oc2ccc3oc(C)c(C(=O)OC(C)C)c3c2)cc1OC	i
O=C(NC(Nc1ccccc1F)C(Cl)(Cl)Cl)c1cccs1 (stereo unspecified)	i
O=C(Cn1c(=O)n(-c2ccc(F)cc2F)c(=O)c2sccc21)OCc1ccccc1	i
Cc1ccc(Cn2nc(C)c(NC(=O)c3cc(-c4ccc5c(c4)OCO5)on3)c2C)cc1	i
COc1ccc(OC)c(NC(=O)C2Cc3ccccc3CN2S(C)(=O)=O)c1 (stereo unspecified)	i
Cc1ccc(C2C3=C(CC(C)(C)CC3=O)Nc3nc(SCC(C)C)[nH]c(=O)c32)cc1 (stereo unspecified)	?
CS(=O)(=O)c1ccc(N2CCN(c3ccccc3)CC2)c([N+](=O)[O-])c1	i
Cc1nn(C(=O)c2ccncc2)c(C)c1Sc1ccc(Br)cc1	i
O=C(CCC(=O)N1CCN(CC2CCCO2)CC1)NC1CCCC1 (stereo unspecified)	i
OC1(C#CCN2CCOCC2)CCCCC1	?

Next records:
SMILES	ST2 IL33 inh
Cc1cccc(-c2noc([C@@H]3Cc4nc[nH]c4CN3C(=O)Nc3ccccc3)n2)c1	?
C=CCN(C(=O)Cc1c(C(=O)O)[nH]c2ccccc12)c1ccccc1	i
COCCN1C(=O)c2ccccc2C(C(=O)Nc2cc(C)ccn2)C1c1cn(C)c2ccccc12 (stereo unspecified)	?
CCc1ccc(N2CC(O)Cn3c2nc2c3c(=O)n(C)c(=O)n2C)cc1 (stereo unspecified)	i
Cc1ccc(-c2nnc(N(C)C(=O)Cc3ccccc3)s2)cc1	i
CC(C)(C)c1ccc(-n2ncc3c2CCCC3NC(=O)CCN2CCCCO2)cc1 (stereo unspecified)	?
COc1cccc(OC)c1OCC(O)CN1C(C)CCCC1C (stereo unspecified)	i
CCOC(=O)c1sc(-n2[nH]c(=O)c3ccccc3c2=O)c(C(=O)OCC)c1C	i
Cc1ccc2cc(C3CC(c4ccco4)=NN3C(=O)CCC(=O)O)c(Cl)nc2c1 (stereo unspecified)	?
Cc1cccc(-c2ccc(C(=O)O)o2)c1Cl	i
C=CCOc1ccc(C(O)=C2C(=O)C(=O)N(CCCN(C)C)C2c2ccc(F)cc2)cc1 (stereo unspecified)	i
CSc1ccc(C2N(c3cccc(Cl)c3)C(=O)C3CCCN32)cc1 (stereo unspecified)	i
CC(=O)c1c(C)cc(C)c(CN2CCC3(CC2)CNC(=O)C3)c1C	i
CSc1ccc(-c2nc(CN3CCc4c(c(CO)nn4C)C3)c(C)o2)cc1	i
CC(=O)C(=C(C)O)c1ncc(-c2ccccc2)s1	?
CN(Cc1ccccc1)C1(CNC2CCSCC2)Cc2ccccc2C1	i
COCCNC(=O)Cc1cn(C)c2ccccc12	i
COc1ccc(NS(=O)(=O)c2cc(Br)cc3c2N(C(=O)C2CC2)CC3)cc1	i
COc1ccccc1C(=O)NCC(=O)O	i
COc1ccccc1NC(=O)Nc1ccccc1	i
Cn1c(=O)c2c(SCc3cccnc3)nc(-c3ccc(F)cc3)nc2n(C)c1=O	i
Cc1c(C(=O)N2CCN(C)C3(CCN(C)CC3)C2)cnc2ccnn12	i
O=C(CN1C(=O)c2ccccc2C1=O)Nc1nc(-c2ccncc2)cs1	36%*
CCOC(=O)C1(CC2CCCCO2)CCN(Cc2ccc(F)cc2Cl)CC1 (stereo unspecified)	i
CC(C)(C)c1ccc(OCCSc2nc(N)cc(=O)[nH]2)cc1	i
O=C(CSc1nc2c(c(=O)n1-c1ccccc1)SCC2)N1CCCC1	i
CC(=O)NCc1ccc(S(=O)(=O)NN)cc1	?
Cc1ccc(OCCn2ccnc2)cc1	?
COc1ccc(N2C(=O)c3cccnc3C2=O)c(OC)c1	i
Cc1ccc(C)c(CN2C(=O)CSc3ccc(C(=O)N4CCCC4)cc32)c1	i
CCOc1cc(/C=C2/C=C(c3ccc(C)cc3)OC2=O)ccc1O	31%*
COc1ccccc1CN1C(=O)CCC1(C)C(=O)NCc1cccnc1 (stereo unspecified)	i
O=C(O)c1ccccc1NC(=O)C1CC1	i
c1ccc(-c2cc(-c3ccccc3)n3nnnc3n2)cc1	i
CCc1nc(-c2cc(OC)cc(OC)c2)cc2cc(OC)c(OC)cc12	i
CC1CCN(Cc2cc([N+](=O)[O-])c(O)c3ncccc23)CC1	i
Oc1oc(-c2ccccc2F)nc1C=Nc1ccc(Br)cc1Br	?
O=c1ccc2c(OCCCCc3ccccc3)c3ccoc3cc2o1	i
O=C1CCCN1CCC1CCCCN1C(=O)Nc1cccc(Cl)c1Cl (stereo unspecified)	i
CC(C)(O)C#Cc1cccc(C(=O)NC2(CN3CCOCC3)CCCC2)c1	i
O=C(NCN1CCCCC1)C12CC3CC(CC(C3)C1)C2	i
Cc1ccc(CN(C)C(=O)c2cc(CC(C)C)[nH]c(=O)n2)o1	i
O=C(NCCc1cccc(Cl)c1)c1ccccc1Cl	i
Cc1ccsc1[C@@H]1CCN(C(=O)c2coc3c2C(=O)CCC3)C[C@H]1O	32%*
O=C(Nc1cc2cc([N+](=O)[O-])ccc2oc1=O)c1ccc(Cl)c([N+](=O)[O-])c1	?
COc1ccccc1/C=C/C1=NC(=C\c2cc(Br)cs2)/C(=O)O1	i
CCOC(=O)c1cnn(-c2ccccc2)c1NC(=O)c1ccco1	?
CC(O)(C(=O)O)c1ccccc1 (stereo unspecified)	i
O=C(c1cc(-c2ccc3c(c2)OCO3)on1)N1CCCC1	i
O=C(Nc1ccc(Cl)cc1Cl)C1CCCCC1	i
Cc1cccn2c(=O)c3cc(C(=O)NCc4ccccc4Cl)n(C)c3nc12	?
O=C(c1ccc2oc(Cc3ccccc3)nc2c1)N1CCC(N2CCOCC2)CC1	?
O=C(c1n[nH]c2c1CCC2)N1CCc2c([nH]c3ccccc23)C1c1ccccc1F (stereo unspecified)	i
O=C1N(Cc2ccccn2)C(=O)C2(CCN(C3CCOCC3)CC2)N1Cc1ccccc1	i
COCc1ccc(C(=O)N2CCCC(CCC(=O)NCc3ccccc3Cl)C2)o1 (stereo unspecified)	i
Cc1cc(C(=O)NC2CC(C)(C)NC(C)(C)C2)ccc1[N+](=O)[O-]	i
Cc1cccc(NC(=O)CSc2nc3c(c(=O)n2-c2ccccc2)SCC3)c1C	i
COc1cccc(NC(=O)CN2C(=O)CCc3cc(S(=O)(=O)N4CCCC4)ccc32)c1	i
Cc1ccc(N=C2NC(=O)C(Cc3ccccc3)S2)cc1 (stereo unspecified)	i
O=C(CCS(=O)(=O)c1ccc(Br)s1)NCc1ccccc1Cl	i

Other compounds:
SMILES	ST2 IL33 inh
O=C(O)c1ccc2c(c1)C(=O)NC2=O	?
COc1ccc(N2CSC3=C(C#N)C(c4ccccc4OC)CC(=O)N3C2)cc1 (stereo unspecified)	i
COc1cccc(C2C(C(=O)Nc3nc4ccccc4s3)=C(C)NC3=C2C(=O)CCC3)c1 (stereo unspecified)	i
COc1cccc(N2C(=O)CC(Sc3nc4ccccc4s3)C2=O)c1 (stereo unspecified)	i
COc1cc(C2C(C(=O)Nc3ccc(C)cn3)=C(C)NC3=C2C(=O)CCC3)cc(OC)c1OC (stereo unspecified)	i
Cc1cc(C)c(S(=O)(=O)N2CCN(c3ccccc3)CC2)cc1C	i
Cc1ccc(Cl)cc1N1CCN(S(=O)(=O)c2cccc3nsnc23)CC1	?
COc1ccc(OC)c(S(=O)(=O)NCC(C)C)c1	i
C=CCNC(=O)N[C@H]1CCN(C(=O)c2cccn2C)[C@@H]1C(=O)N[C@@H](C(=O)OC)C(C)C	i
CC(=O)N1CC[C@@]2(O)CCCC[C@@H]2[C@H]1c1ccccc1	i
CC(C)(CC(=O)O)CC(=O)N1Cc2[nH]cnc2C[C@H]1c1nc(-c2ccc3c(c2)OCO3)no1	i

19 of the compounds above, with bars between the fields:
compound | ST2 IL33 inh
O=C(c1n[nH]c2c1CCC2)N1CCc2c([nH]c3ccccc23)C1c1ccccc1F (stereo unspecified) | i
O=C1N(Cc2ccccn2)C(=O)C2(CCN(C3CCOCC3)CC2)N1Cc1ccccc1 | i
COCc1ccc(C(=O)N2CCCC(CCC(=O)NCc3ccccc3Cl)C2)o1 (stereo unspecified) | i
Cc1cc(C(=O)NC2CC(C)(C)NC(C)(C)C2)ccc1[N+](=O)[O-] | i
Cc1cccc(NC(=O)CSc2nc3c(c(=O)n2-c2ccccc2)SCC3)c1C | i
COc1cccc(NC(=O)CN2C(=O)CCc3cc(S(=O)(=O)N4CCCC4)ccc32)c1 | i
Cc1ccc(N=C2NC(=O)C(Cc3ccccc3)S2)cc1 (stereo unspecified) | i
O=C(CCS(=O)(=O)c1ccc(Br)s1)NCc1ccccc1Cl | i
O=C(O)c1ccc2c(c1)C(=O)NC2=O | ?
COc1ccc(N2CSC3=C(C#N)C(c4ccccc4OC)CC(=O)N3C2)cc1 (stereo unspecified) | i
COc1cccc(C2C(C(=O)Nc3nc4ccccc4s3)=C(C)NC3=C2C(=O)CCC3)c1 (stereo unspecified) | i
COc1cccc(N2C(=O)CC(Sc3nc4ccccc4s3)C2=O)c1 (stereo unspecified) | i
COc1cc(C2C(C(=O)Nc3ccc(C)cn3)=C(C)NC3=C2C(=O)CCC3)cc(OC)c1OC (stereo unspecified) | i
Cc1cc(C)c(S(=O)(=O)N2CCN(c3ccccc3)CC2)cc1C | i
Cc1ccc(Cl)cc1N1CCN(S(=O)(=O)c2cccc3nsnc23)CC1 | ?
COc1ccc(OC)c(S(=O)(=O)NCC(C)C)c1 | i
C=CCNC(=O)N[C@H]1CCN(C(=O)c2cccn2C)[C@@H]1C(=O)N[C@@H](C(=O)OC)C(C)C | i
CC(=O)N1CC[C@@]2(O)CCCC[C@@H]2[C@H]1c1ccccc1 | i
CC(C)(CC(=O)O)CC(=O)N1Cc2[nH]cnc2C[C@H]1c1nc(-c2ccc3c(c2)OCO3)no1 | i
